Compound activity from PubChem BioAssay.
UBC13 polyUb: human UBC13 polyubiquitination inhibition; P61088; UBC13 polyubiquitin chain formation, TR-FRET; inhibition, % at 20 µM; hit rate 0.47% among 330,000; in the data active means inhibition above about 45%, passing the limit was not always enough
ATG4B inh: ATG4B (human) cysteine protease inhibition; AID 504462; Q9Y4P1; hit rate 0.51% among 340,000; inhibition, % at 8.33 µM; ATG4B cleavage of LC3-PLA2, NBD-HPC fluorescence, 1 h; in the data active means inhibition above about 40%
APJ agonist: APJ receptor agonism | P35414 | CHO-K1 APJ PathHunter beta-arrestin, luminescence; 0% DMSO wells, 100% apelin | activation, % at 20 µM | hit rate 0.11% among 330,000 | AID 2520;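 active means activation more than six SD over the plate average, tested at 20 µM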;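 further: 0% = DMSO alone and 100% = apelin-13 at 10 nM; some results filed as inactive read as strong as hits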
Target sequence (P35414 whole entry, looked up): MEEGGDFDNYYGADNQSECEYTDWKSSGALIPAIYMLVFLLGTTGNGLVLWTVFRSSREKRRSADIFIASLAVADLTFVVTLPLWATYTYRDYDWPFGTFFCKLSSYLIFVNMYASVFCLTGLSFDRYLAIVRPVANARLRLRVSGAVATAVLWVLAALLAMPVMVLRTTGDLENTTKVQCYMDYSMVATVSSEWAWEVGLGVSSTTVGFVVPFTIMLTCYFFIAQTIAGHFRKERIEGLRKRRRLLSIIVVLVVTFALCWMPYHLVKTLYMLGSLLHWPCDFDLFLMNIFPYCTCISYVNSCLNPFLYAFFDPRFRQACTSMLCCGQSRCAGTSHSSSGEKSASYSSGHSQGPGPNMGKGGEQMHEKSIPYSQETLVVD
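Assay system: CHO-K1 APJ beta-arrestin complementation cell line / Compound: single test compound dose, 20 µM final, 1% DMSO / Times: overnight seeding, 90 min compound at 25 °C, 1 h detection / Technique: beta-gal luminescence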
APJ antag: antagonists of human APJ apelin receptor. P35414. CHO-K1 APJ beta-arrestin complementation, luminescence. inhibition, % at 20 µM. hit rate 0.32% among 330,000. AID 2521;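 active means inhibition above about 40% at 20 µM, limit read from the data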;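 further: cells challenged with 10 nM apelin-13 agonist together with compound; plate controls were apelin-13 plus DMSO wells for no effect and DMSO wells lacking apelin-13 for full effect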
Gli-Sufu antag: Gli-Sufu pathway antagonism | inhibition, % at 5 µM | hit rate 0.74% among 340,000 | AID 588413 | Sufu-KO-LIGHT fibroblasts, Gli luciferase reporter luminescence;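 active means inhibition above about 55%, limit read from the data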;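 further: 0% = DMSO-treated cells and 100% = wells with medium but no cells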
EBI2 antag: blocks human EBI2 receptor beta-arrestin signaling | P32249 | EBI2 beta-arrestin recruitment, luminescence, 7a,25-OHC stimulated | inhibition, % at 5 µM | hit rate 0.81% among 360,000 | AID 651636; in the data active means inhibition above about 38%;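 further: enzyme fragment complementation signal reports receptor beta-arrestin coupling in cells; 0% = agonist plus DMSO wells and 100% = wells without agonist; some results beyond the cut were filed as inactive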
CCR6 antagonist: blocks CCL20-driven beta-arrestin recruitment at human CCR6; P51684; CHO-K1 CCR6 PathHunter beta-arrestin, luminescence, CCL20-stimulated; inhibition, % at 20 µM; hit rate 0.49% among 340,000; AID 493098;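 active means compounds whose inhibition of the agonist-driven luminescence signal at 20 µM reaches about 50%, limit read from the data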;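 further: cells stimulated with CCL20 at 14 nM final; plate controls were DMSO with CCL20 for no effect and DMSO without agonist for full effect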
Target sequence (P51684 whole entry, looked up): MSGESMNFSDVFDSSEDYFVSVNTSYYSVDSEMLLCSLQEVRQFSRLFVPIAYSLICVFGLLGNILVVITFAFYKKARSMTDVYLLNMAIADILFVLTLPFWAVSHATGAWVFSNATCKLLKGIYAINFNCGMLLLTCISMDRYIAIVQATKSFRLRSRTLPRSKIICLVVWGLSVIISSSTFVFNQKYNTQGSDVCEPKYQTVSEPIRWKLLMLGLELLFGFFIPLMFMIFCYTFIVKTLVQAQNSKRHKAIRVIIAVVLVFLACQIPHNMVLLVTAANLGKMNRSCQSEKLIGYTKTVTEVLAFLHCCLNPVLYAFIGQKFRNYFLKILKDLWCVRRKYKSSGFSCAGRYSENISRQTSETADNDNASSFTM
CXCR6 block: CXCR6 (human) receptor inhibition. CHO-K1 PathHunter CXCR6 beta-arrestin, luminescence. hit rate 0.36% among 360,000. inhibition, % at 20 µM. AID 602244. O00574; in the data active means inhibition above about 34%, passing the limit was not always enough;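 further: antagonist mode with CXCL16 agonist at 10 nM final; 0% = 10 nM CXCL16 with DMSO and 100% = unstimulated wells without agonist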
Target sequence (O00574 whole entry, looked up): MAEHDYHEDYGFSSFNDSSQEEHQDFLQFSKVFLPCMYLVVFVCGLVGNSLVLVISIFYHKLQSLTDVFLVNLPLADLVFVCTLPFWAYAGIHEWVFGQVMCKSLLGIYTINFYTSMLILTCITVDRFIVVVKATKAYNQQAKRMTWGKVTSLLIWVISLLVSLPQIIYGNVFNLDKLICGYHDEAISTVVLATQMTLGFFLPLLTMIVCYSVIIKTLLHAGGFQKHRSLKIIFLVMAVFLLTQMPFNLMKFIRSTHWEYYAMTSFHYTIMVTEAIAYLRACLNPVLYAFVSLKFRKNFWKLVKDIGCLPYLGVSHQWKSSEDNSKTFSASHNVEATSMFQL
* hit, by the source's call; / = not tested or not shown; & = joins results of further samples. Not a hit list; 3% or so of the library scored in one or more.

The line under a structure holds: UBC13 polyUb	ATG4B inh	APJ agonist	APJ antag	Gli-Sufu antag	EBI2 antag	CCR6 antagonist	CXCR6 block
1) CCC(C)Sc1cc(-c2nc3ccc(Cl)cn3c2NC2CCCCC2)ccc1OC (centres undefined)
  7	8	-1	13	16	31&29	19	10&7
2) COc1ccccc1N1CCN(Cc2ccsc2)CC1
  7	-3	-2	6	-2	-4	-1	1
3) Cc1c(O)ccc2c(-c3ccccc3)cc(=O)oc12
  13	1	-1	14	1	-14	0	-2
4) CCc1cc(=O)oc2c(C)c(O[C@@H]3O[C@H](CO)[C@@H](O)[C@H](O)[C@H]3O)ccc12
  6	-1	-4	13	4	-2	13	4
5) Cc1sc2nc(CSc3n[nH]c(N)n3)[nH]c(=O)c2c1C
  2	9	-6	13	-6	1	24	1
6) COc1ccc(C(=O)C(C)OC(=O)c2nc3nccc(C)n3n2)cc1 (centres undefined)
  -3	-6	1	-2	1	-10	5	6
7) CC(=O)Nc1cc(C(=O)OCC(=O)c2ccccc2)ccc1C
  5	1	-2	-3	/	-10	14	-9
8) CCOCCCn1c(=NC(=O)c2cccnc2)c(C(=O)OCC)cc2c(=O)n3ccccc3nc21
  -11	-6&-2	0	9	-9&-9	-5&3	6&1	-6&7
9) CC(=O)NS(=O)(=O)c1ccc(NC(=O)COc2ccc(C(=O)c3ccccc3)cc2)cc1
  5	-14	-3	6	7	6	7	0
10) Cc1c(C(=O)Nc2cccc([N+](=O)[O-])c2)sc2ncn(CC(=O)N3CCOCC3)c(=O)c12
  -4	0	-3	10	21	3	13	8
11) CCOc1ncccc1C(=O)OCC(=O)c1cccs1
  8	5	-5	-23	-3	-3	12	-4
12) CCCC(=O)Nc1nnc(SCC(=O)Nc2ccc3c(c2)OCO3)s1
  1	-7	0	10	48	-7	10	10
13) COc1cc(C(=O)NCC(=O)N2CCN(S(=O)(=O)c3ccccc3C(F)(F)F)CC2)cc(OC)c1OC
  -9	-9	0	0	-1	1	5	2
14) CSc1ncccc1C(=O)OCC(=O)Nc1cc(C(F)(F)F)ccc1N1CCOCC1
  6	1	0	7	9	16	14	9
15) FC(F)(F)COc1ccc(-c2nnc(SCc3ccccc3)o2)cn1
  0	1	-2	-4	-17	19	3	-7
16) CC(C)CCOC(=O)C1C(c2ccccc2)C(C(=O)O)C1c1ccccc1 (centres undefined)
  -3	-1	0	-14	2	-7	-12	-4
17) CCOC(=O)C1=C(CN2c3ccccc3CC2C)NC(=O)NC1c1ccccc1 (centres undefined)
  -9	2	-3	4	0	-4	22	10
18) Cc1ccc(-n2c(C)cc(/C=C3\SC(=O)NC3=O)c2C)cc1
  1	17	0	10	-86	-2	6	7
19) COc1ccc(-c2cccc(-c3cc(=O)oc4ccc(C(C)(C)C)cc34)c2)cc1
  /	1	/	/	-4	2	18	4
20) CCC1=C(OC(=O)N(CC)CC)N2C(=O)OC(=NCC(=O)OC)[C@]2(C)[C@H]2C1=CC[C@H]1C(=O)N(CC(=O)OC)C(=O)[C@H]12
  0	-2	0	-1	-5	-3	10	1

The line under a structure holds: UBC13 polyUb	ATG4B inh	APJ agonist	APJ antag	Gli-Sufu antag	EBI2 antag	CCR6 antagonist	CXCR6 block
21) CCN(CC)c1ccc(C(=O)OCC(=O)Nc2cc3oc4ccccc4c3cc2OC)cc1
  -1	8	-2	-7	-20	25	8	1
22) COC(=O)c1ccccc1NC(=O)C/C(C)=N/NC(=O)Cc1ccc(Cl)cc1
  6	/	0	0	/	15	/	4
23) CCC(C)(NC(=O)c1ccccc1)C(=O)O (centres undefined)
  -10	-4	2	-20	-1	-12	12	-2
24) COC(=O)c1[nH]c2cccc(C)c2c1NC(=O)CN1CCN(C(=O)c2ccco2)CC1
  -1	-2	1	4	0	0	-19	-1
25) Cn1cnnc1SCC(=O)NNC(=O)c1ccc([N+](=O)[O-])cc1
  -12	-2	-1	-7	5	-2	0	-10
26) Cc1cc(C)nc(SCC(=O)Nc2ccc(S(=O)(=O)N3CCCCC3)cc2)n1
  -1	-3	-3	3	-1	0	5	-6
27) O=C(CN(Cc1ccc2c(c1)OCO2)C(=O)CNS(=O)(=O)c1ccccc1)NCC1CCCO1 (centres undefined)
  3	0	3	8	-3	-3	-11	-5
28) CCOC(=O)C1CCN(c2cc(C)nc3cc(-c4cccc(F)c4)nn23)CC1
  39	-2	2	-13	14	33	0	13
29) Cc1cc(C)c2[nH]c(=O)c(CN(Cc3cccs3)C(=S)NCc3ccco3)cc2c1
  -11	-1	-3	-22	13	13	-17	5
30) COc1cc2nc(NC(=O)c3ccccc3)[nH]c(=O)c2cc1OC
  -6	-3	1	5	0	4	8	-2
31) O=C(Cn1nnc(-c2ccccc2)n1)N/N=C/c1cc([N+](=O)[O-])c(Cl)cc1Cl
  -1	0	-2	-10	16	-35	-11	-7
32) Cc1csc(=O)n1CCC(=O)OCC(=O)c1ccc(Br)cc1
  0	9	2	-44	-6	8	14	6
33) Nc1c(C(=O)Nc2ccccc2Cl)nnn1-c1ccc2c(c1)OCCO2
  -2	0	1	-25	-77	9	13	-2
34) COc1cccc(-c2noc(CCC(=O)NC3CCCC3)n2)c1
  6	4	-2	10	-2	-5	6	6
35) O=C(COC(=O)C1CCC1)NCc1ccccc1
  1	2	-2	-4	-17	3	5	0
36) CC(C)CC1NC2(C(=O)N(C)c3ccccc32)C2C(=O)N(C(C)C)C(=O)C12 (centres undefined)
  -1	-9	-2	6	4	-3	13	-7
37) CC(C)Oc1ccc(C(=O)NC2(C(F)(F)F)NC(=O)N(CCCc3ccccc3)C2=O)cc1 (centres undefined)
  -13	-14	0	-9	-2	5	-13	-2
38) COc1ccc(NC(=O)COc2cccc(-n3cnnn3)c2)cc1Cl
  2	0	-3	6	1	5	3	-6
39) CSc1ccccc1C(=O)N1CCC2(CC1)CC(=O)c1ccccc1O2
  6	-13	-3	10	6	16	17	1
40) CC(=O)C1=C(O)C(=O)N(c2cccc(C(=O)O)c2)C1c1ccccc1F (centres undefined)
  /	1	/	/	-3	-17	9	3

The line under a structure holds: UBC13 polyUb	ATG4B inh	APJ agonist	APJ antag	Gli-Sufu antag	EBI2 antag	CCR6 antagonist	CXCR6 block
41) Cc1ccc(C(=O)Nc2nnc(CC(=O)N/N=C/c3ccc(O)c(O)c3)s2)cc1
  14	-3	-3	12	-3	3	8	-11
42) Cc1ccccc1C(=O)Nc1cccc(C(=O)N/N=C/c2ccccn2)c1
  -6	-5	-2	-7	-39	-7	0	-35
43) O=C(O)C1C2C=CC(C2)C1C(=O)NCc1ccccc1 (centres undefined)
  2	1	0	20	1	-5	-6	2
44) CC1CCCC(NC(=O)CSc2n[nH]c(N)n2)C1C (centres undefined)
  -8	-5	0	6	4	5	-3	9
45) O=c1[nH]cccc1-c1nc2ccccc2n1Cc1cccc(F)c1
  12	0	-4	2	7	-3	-5	2
46) COCCCn1c(C(=O)NCCN2CCOCC2)cc2c(=O)n3cccc(C)c3nc21
  38	-2	3	-7	4	2	-7	18
47) O=C(Nc1cccc(C(=O)O)c1)Nc1cccc2ccccc12
  -4	-8	-2	-7	4	-8	10	-2
48) CCc1ccc(N2C(=O)CC(N3CCC(C(=O)OC)CC3)C2=O)cc1 (centres undefined)
  -6	-7	-3	-3	-3	0	-9	8
49) CC(C)Nc1nc(SCC(=O)Nc2ccccc2)nc(N2CCOCC2)n1
  3	6	1	3	-4	-17	-10	-6
50) Cc1ccc(NC(=O)CSc2ccc(-c3cccnc3)nn2)cc1Cl
  1	-6	2	-7	-10	-7	3	0
51) O=C(Cn1cnc([N+](=O)[O-])n1)NCCO
  -1	2	-3	-5	-5	-8	4	-6
52) CC(C)(C)OC(=O)N1CCCC(C(=O)Nc2cccc(C(=O)NCc3ccccc3)c2)C1 (centres undefined)
  /	7	/	/	-5	4	2	0
53) COc1ccc(CNC(=O)c2ccc3c(c2)NC(=O)C(C)S3)cc1 (centres undefined)
  3	-3	-1	-12	-4	13	12	-6
54) Cc1ccccc1C(=O)NC(C)c1ccc2c(c1)CCCC2 (centres undefined)
  0	-3	-1	-7	6	0	12	-3
55) CN(C)C(=O)C(OC(=O)c1ccc2ccccc2n1)c1ccccc1 (centres undefined)
  -6	-5	7	14	-9	-8	-13	5
56) COC(=O)C1=CO[C@@H](OC2OC(CO)C(O)C(O)C2O)[C@@H]2C(CO)=CC[C@H]12 (some centres undefined)
  -8	-2	-3	18	-4	-3	8	-7
57) CCOc1cc(N2CCOCC2)c(OCC)cc1NC(=O)[C@H](C)NC(=O)c1ccco1
  -4	-10	-2	7	-8	-4	-2	-3
58) C=CCN(c1ccccc1)S(=O)(=O)c1cccc(C(=O)NCc2ccncc2)c1
  5	1	-3	8	9	11	5	0
59) O=c1/c(=C/c2cccc3ccccc23)sc2ncnn12
  -8	8	-1	-3	4	-6	-5	-10
60) COc1ccc2[nH]c3c(=O)n(N)c(=O)[nH]c3c2c1
  2	0	-3	-2	/	-8	5	-1

The line under a structure holds: UBC13 polyUb	ATG4B inh	APJ agonist	APJ antag	Gli-Sufu antag	EBI2 antag	CCR6 antagonist	CXCR6 block
61) CCc1ccc(N=C2NC(=O)/C(=C/c3ccc(OCC(=O)O)cc3)S2)cc1
  -23	-1	0	13	-2	11	8	2
62) COc1cc(/C=C2\SC(=S)N(Nc3ccccc3)C2=O)cc(OC)c1OC
  -8	-6	1	-9	5	11	51*	0
63) CC(=O)N=c1sc2cc(C)ccc2n1C
  0	-1	-1	-17	-21	-2	-3	1
64) CC(C)OC(=O)CSc1nnc(-c2cccnc2)n1N
  -3	6	4	7	0	-4	-11	5
65) CN(C)Cc1c(C(=O)N/N=C/c2ccncc2)nnn1-c1nonc1N
  0	-3	-2	4	-10	-9	2	2
66) NC(=O)[C@@H]1CCCCNc2c(F)cc([N+](=O)[O-])cc2C(=O)N[C@@H](CC(=O)O)C(=O)N[C@@H](CCC(=O)O)C(=O)N1
  -2	2	8	13	-22	-1	0	-4
67) c1ccc(-c2nc(NCc3ccco3)c3ccccc3n2)nc1
  13	-9	-10	35	-7	16	53*	43*
68) Cc1ccccc1S(=O)(=O)Nc1ncnc2ccccc12
  0	1	-3	7	2	3	11	2
69) CN(C(=O)COC(=O)Cn1cnc2ccccc21)C1CCCCC1
  6	-4	-4	-1	8	-9	7	-2
70) Cc1ccc(NC(=O)CSc2nnc3c(n2)[nH]c2ccccc23)cc1
  -3	4	-1	14	22	-7	14	-3
71) O=C(NCCCn1ccnc1)c1ccc(Cl)s1
  -3	0	8	4	4	-2	-3	2
72) Cc1c(C#N)c(NC(=O)CCl)n(Cc2ccc(F)cc2)c1C
  4	-2	1	-3	5	13	2	6
73) CC(=O)c1c(C)[nH]c(C(=O)N2CCc3ccccc3C2)c1C
  1	4	1	-3	1	-2	8	2
74) COc1cc(C(C(=O)NCc2ccccc2)N(C(=O)c2snc(C(N)=O)c2N)C2CCCC2)cc(OC)c1OC (centres undefined)
  1	-4	1	-6	-8	0	8	-2
75) CCCCC1(C)OC(=O)C(=Cc2ccc(SC)cc2)C(=O)O1 (centres undefined)
  11	5	-2	9	-1	8	-17	1
76) O=C(OCC(=O)N1CCCCC1)c1cc(=O)[nH]c2ccccc12
  9	1	-1	16	-7	-8	-3	-6
77) O=C(c1ccccc1Cl)N1CCC(n2cccc2)CC1
  3	6	0	20	6	1	-4	2
78) O=C1CC(c2nc3ccccc3[nH]2)CN1c1ccccc1 (centres undefined)
  5	-9	4	-2	4	2	14	2
79) O=C(COC(=O)CCc1c[nH]c2ccccc12)NCc1ccc2c(c1)OCO2
  8	17	-2	9	-5	2	13	5

In another format: results already given
#61 CCc1ccc(N=C2NC(=O)/C(=C/c3ccc(OCC(=O)O)cc3)S2)cc1
#62 COc1cc(/C=C2\SC(=S)N(Nc3ccccc3)C2=O)cc(OC)c1OC
#63 CC(=O)N=c1sc2cc(C)ccc2n1C
#64 CC(C)OC(=O)CSc1nnc(-c2cccnc2)n1N
assay / compound	61	62	63	64
UBC13 polyUb	-23	-8	0	-3
ATG4B inh	-1	-6	-1	6
APJ agonist	0	1	-1	4
APJ antag	13	-9	-17	7
Gli-Sufu antag	-2	5	-21	0
EBI2 antag	11	11	-2	-4
CCR6 antagonist	8	51*	-3	-11
CXCR6 block	2	0	1	5
